APJ antag = antagonists of human apelin receptor APJ, primary screen, CHO-K1 cells, beta-arrestin complementation, luminescence | AID 2521, 2010 | 0.32% of 330,000 active | inhibition, % at 20 µM | P35414;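 active means inhibition above about 40% at 20 µM, limit read from the data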;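 further: cells challenged with 10 nM apelin-13 agonist together with compound; plate controls were apelin-13 plus DMSO wells for no effect and DMSO wells lacking apelin-13 for full effect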
Target sequence (P35414 whole entry, looked up): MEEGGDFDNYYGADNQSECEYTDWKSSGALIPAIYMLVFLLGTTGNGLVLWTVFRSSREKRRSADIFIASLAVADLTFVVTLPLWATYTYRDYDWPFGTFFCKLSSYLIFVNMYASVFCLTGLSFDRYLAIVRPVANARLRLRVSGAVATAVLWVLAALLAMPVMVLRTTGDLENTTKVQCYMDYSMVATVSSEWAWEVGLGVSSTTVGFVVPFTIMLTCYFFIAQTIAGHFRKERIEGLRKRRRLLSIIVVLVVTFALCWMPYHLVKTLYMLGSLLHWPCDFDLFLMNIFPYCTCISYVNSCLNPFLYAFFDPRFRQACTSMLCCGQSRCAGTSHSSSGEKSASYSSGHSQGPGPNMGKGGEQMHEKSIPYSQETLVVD
EBI2 block = EBI2 receptor antagonists, beta-arrestin recruitment, primary screen, cell-based, luminescence, 7a,25-OHC stimulation, uHTS | G-protein coupled receptor 183 (Homo sapiens), P32249 | 7a,25-OHC stimulated | inhibition, % at 5 µM | 0.81% of 360,000 active | AID 651636, 2012; in the data active means inhibition above about 38%;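 further: enzyme fragment complementation signal reports receptor beta-arrestin coupling in cells; 0% = agonist plus DMSO wells and 100% = wells without agonist; some results beyond the cut were filed as inactive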
CXCR6 inh = CXCR6 receptor inhibitors, primary screen, cell-based, beta-arrestin, luminescence, CHO-K1 PathHunter, 1536-well; C-X-C chemokine receptor type 6 (Homo sapiens), O00574; inhibition, % at 20 µM; 0.36% of 360,000 active; AID 602244, 2012; in the data active means inhibition above about 34%, passing the limit was not always enough;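 further: antagonist mode with CXCL16 agonist at 10 nM final; 0% = 10 nM CXCL16 with DMSO and 100% = unstimulated wells without agonist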
Target sequence (O00574 whole entry, looked up): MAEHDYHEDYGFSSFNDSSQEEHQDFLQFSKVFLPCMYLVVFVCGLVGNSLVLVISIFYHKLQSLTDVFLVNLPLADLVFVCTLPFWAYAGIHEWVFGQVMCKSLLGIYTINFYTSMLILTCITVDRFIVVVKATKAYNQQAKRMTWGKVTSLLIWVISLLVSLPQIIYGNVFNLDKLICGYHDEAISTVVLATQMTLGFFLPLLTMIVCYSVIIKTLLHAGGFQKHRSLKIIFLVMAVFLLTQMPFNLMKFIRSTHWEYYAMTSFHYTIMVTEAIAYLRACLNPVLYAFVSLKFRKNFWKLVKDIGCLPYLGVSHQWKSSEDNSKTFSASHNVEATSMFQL
CCR6 antag = CCR6 receptor antagonists, primary screen, cell-based, CHO-K1, luminescence, beta-arrestin, uHTS. C-C chemokine receptor type 6 (Homo sapiens), P51684. CHO-K1 CCR6 PathHunter beta-arrestin, CCL20-stimulated. inhibition, % at 20 µM. 0.49% of 340,000 active. AID 493098, 2011;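 active means compounds whose inhibition of the agonist-driven luminescence signal at 20 µM reaches about 50%, limit read from the data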;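 further: cells stimulated with CCL20 at 14 nM final; plate controls were DMSO with CCL20 for no effect and DMSO without agonist for full effect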
APJ agonist = agonists of human apelin receptor APJ, primary screen, CHO-K1 cells, PathHunter beta-arrestin, luminescence; P35414; AID 2520, 2010; 0% DMSO wells, 100% apelin; activation, % at 20 µM; 0.11% of 330,000 active;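 active means activation more than six SD over the plate average, tested at 20 µM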;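 further: 0% = DMSO alone and 100% = apelin-13 at 10 nM; some results filed as inactive read as strong as hits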
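Test system: CHO-K1 APJ beta-arrestin complementation cell line. Amount: cell density 1000 per well. Controls: DMSO negative, 10 nM Apelin-13 positive. Signal: luminescent beta-gal fragment complementation, chemiluminescent substrate. Read-out basis: agonist-driven arrestin binding to APJ. Timing: compound stimulation 90 min at 25 °C, detection 60 min.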
ATG4B inhibitor = ATG4B protease inhibitors, primary screen, biochemical, fluorescence, uHTS. ATG4B cleavage of LC3-PLA2, NBD-HPC fluorescence, 1 h. 0.51% of 340,000 active. inhibition, % at 8.33 µM; in the data active means inhibition above about 40%
Gli-Sufu antag = Gli-Sufu pathway antagonists, primary screen, luciferase luminescence, Sufu-KO-LIGHT cells, uHTS; Sufu-KO-LIGHT fibroblasts, Gli luciferase reporter luminescence; inhibition, % at 5 µM; 0.74% of 340,000 active; AID 588413, 2011;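 active means inhibition above about 55%, limit read from the data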;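 further: 0% = DMSO-treated cells and 100% = wells with medium but no cells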
UBC13 inh = UBC13 polyubiquitin chain formation inhibitors, primary screen, biochemical, TR-FRET, uHTS. 0.47% of 330,000 active. inhibition, % at 20 µM; in the data active means inhibition above about 45%, passing the limit was not always enough
Target sequence (P61088 whole entry, looked up): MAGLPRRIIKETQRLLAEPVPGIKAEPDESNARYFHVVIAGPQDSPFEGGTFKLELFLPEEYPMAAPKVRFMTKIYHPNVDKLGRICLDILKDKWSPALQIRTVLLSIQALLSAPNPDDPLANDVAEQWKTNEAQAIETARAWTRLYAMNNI
Starred values were filed as active, the others as inactive; nt = not tested or not shown.

Below each SMILES – ATG4B inhibitor, CCR6 antag, UBC13 inh, CXCR6 inh, APJ antag, EBI2 block, APJ agonist, Gli-Sufu antag
> COc1cc2c(cc1OC)CN(C(=O)/C=C/c1ccc(F)cc1)CC2
    -10, 0, 6, 6, -10, 19, 2, 15
> COC(=O)CSc1nc2c(cnn2-c2ccc(F)cc2)c(=O)[nH]1
    -5, 4, 0, -3, -4, -11, 1, 7
> COc1ccc(C(=O)NCCn2cc(SCC(=O)Nc3cc(C)on3)c3ccccc32)cc1OC
    -8, -7, 2, 1, 7, 6, -3, 4
> CCc1ccccc1NC(=O)CC1S/C(=N\c2nccs2)N(CC)C1=O (centres undefined)
    6, 10, 2, 0, -2, -13, -5, 5
> O=C(NCC1OCCCN1S(=O)(=O)c1cc(F)ccc1F)C(=O)NC1CCCCCC1 (centres undefined)
    -16, -2, 5, 7, 9, 3, -5, -14
> CC1CCN(CCOc2cc(Cl)ccc2Cl)CC1
    -8, 11, 13, 7, 22, -6, -5, 12
> CC(C)C1N=C2c3ccccc3N=C(SCc3cc(=O)n4cc(Cl)ccc4n3)N2C1=O (centres undefined)
    -8, -4, -5, 8, 10, 5, -4, -2
> CCOc1ccc(NC(=O)C2CCN(S(C)(=O)=O)CC2)cc1
    -2, 0, -6, 3, 3, -1, -2, -3
> O=C(NCC1CCCO1)C1CCC(=O)N1Cc1ccc(F)cc1 (centres undefined)
    3, -11, -21, 9, -9, -18, -3, -15
> CCOC(=O)C(=NCCCN1CCOCC1)NNc1cccc(C(F)(F)F)c1
    -8, 13, 7, 2, -54, -2, -1, 4
> C=CCNCCOCCSc1ccc(Cl)cc1
    4, 10, -9, -1, -5, -5, -4, 6
> CCC(C)NC(=O)/C=C/c1ccc(S(=O)(=O)NCc2ccco2)cc1 (centres undefined)
    1, 9, -10, -8, 7, -2, -4, 5
> CS(=O)(=O)Nc1cccc(C2=NN(C(=O)c3cccc(F)c3)C(c3cccs3)C2)c1 (centres undefined)
    -19, 2, 18, 6, -5, -1, -2, 2
> Cc1cccc(NC(=O)CNC(=O)COc2cccnc2[N+](=O)[O-])c1C
    5, 3, 4, 6, 1, -1, -2, 7
> CC(C)(C)c1nc(SCC(=O)NNC(=O)c2ccccc2)c2ccccc2n1
    5, 15, -9, 4, -22, 7, 0, -2
> CCCn1nc(C(=O)Nc2ccc(N3CCOCC3)cc2)c2ccccc2c1=O
    -7, 4, -5, 1, 6, 4, -1, -5
> Cc1c(C(=O)N2CCCCCC2)nnn1-c1nonc1N
    -9, 1, 2, 11, 11, 0, -3, -15
> COC(=O)c1ccc(COc2ccc(C=O)cc2)o1
    -2, 7, -3, 1, 4, -9, 1, 0
> Cc1cc(C)n(CCC(=O)N/N=C/c2ccc(O)cc2)n1
    -5, 1, -16, 4, -13, -6, 2, 5
> CC(=O)Nc1ccc(C(=O)CSc2nnnn2C(C)C)cc1
    -2, 8, -2, 1, 1, 4, -2, -16
> CCOc1ccccc1-n1c(SCC(=O)N2CCOCC2)nnc1-c1ccccn1
    -4, -3, 0, 5, -4, -11, -3, -3
> COc1ccc(Cl)cc1C(=O)NC1=NCCS1
    -13, 8, -4, -4, -3, -5, -4, -3
> CCC1(CC)C(=O)C2=C3C1[C@H](C(=O)OC)C=C(C(=O)OC)C[C@H]3[C@H]1C(=O)NC(=O)[C@H]1[C@H]2C (some centres undefined)
    0, 6, -4, 11, 9, 6, -4, 1
> O=C(NCc1ccccn1)C(=O)NCC1OCCN1S(=O)(=O)c1ccc(Cl)cc1 (centres undefined)
    4, -2, 7, 6, 3, -3, 7, 14
> CCOc1ccc(C(=O)NCC(C)CN(C)C)cc1OCC (centres undefined)
    -1, -22, -5, 3, 17, 7, 5, 0
> CCOc1ccc(CCNC(=O)COC(=O)COc2ccc(Cl)cc2)cc1OCC
    -9, 5, -7, 0, -4, -3, -4, -6
> CCN(Cc1ccccc1)c1ccc(/C=C(\C#N)c2ccccn2)cc1
    17, 10, -11, 14, -4, 15, nt, 11
> C/C(=N\N=C1\NC(=O)C(CC(=O)Nc2ccccc2F)S1)C1CCCCC1 (centres undefined)
    -5, 7, -12, -6, 9, -8, -1, -17
> Cc1cc(C)cc(NC(=S)N2CCN(c3ncc(C(F)(F)F)cc3Cl)CC2)c1
    1, -8, 0, 0, 20, 7, -6, 10
> c1ccc(NC2=NCCN2CC2CCCCCC2)cc1
    -5, 7, 9, -4, 20, -9, 0, 22
> Nc1nc2ccccc2n1CCN1CCCC1
    2, -13, 2, 2, 2, -4, 2, 9
> N#Cc1cccc(C(=O)OCC(=O)NC(=O)NC2CCCCC2)c1
    -4, 8, -1, -6, 1, -10, 11, -8
> COc1cc(C(=O)NC(=S)Nc2ccc(N3CCCC3)cc2)cc(OC)c1OC
    -1, 4, -9, 2, -4, -4, -3, -4
> O=C(CCNC(=O)c1ccccc1)OCC(=O)c1cccc(Cl)c1
    -4, -14, -3, 8, 26, -1, -5, -5
> COc1c(C)cc(C(=O)C2CCCN(C(=O)c3csc(C)n3)C2)cc1C (centres undefined)
    -6, 8, -4, -7, -1, 11, -1, 6
> Cn1c(=O)c2[nH]c(C3CC4CCC3C4)nc2n(C)c1=O (centres undefined)
    11, 3, nt, -2, nt, 7, nt, 11
> Cc1noc(NS(=O)(=O)c2ccc(NC(=O)c3ccc(Cl)c(S(=O)(=O)N(C)c4ccccc4)c3)cc2)c1C
    -5, 6, -2, 0, -36, 7, -3, -3
> COc1ccc(CCNc2cc(C)[nH]c(=O)c2)cc1OC
    -2, -3, 3, 4, 22, -11, -2, 7
> CC(C(=O)NC1C=CS(=O)(=O)C1)N1C(=O)/C(=C/c2ccc(Cl)cc2)SC1=S (centres undefined)
    -16, 7, -8, -8, 11, 9, -4, -16
> C=CCOc1ccc(/C(O)=C2\C(=O)C(=O)N(CCN(C)C)C2c2cccs2)cc1 (centres undefined)
    -6, 13, -4, -1, 11, 2, -3, 0
> Cc1cc(NC(=O)c2cc(CC(C)C)on2)n(-c2ccccc2)n1
    1, 7, 5, -2, -3, -6, 8, 5
> Fc1cccc(Nc2nc3ccccc3n3cnnc23)c1
    -4, 12, 9, -8, -11, -16, -2, 2
> Cc1cc(C)c(NC(=S)N(CCN2CCCCC2)Cc2ccco2)c(C)c1
    -6, 1, 4, -1, 24, -1, 1, 5
> COC(=O)c1cc(Nc2cc(C)c3c(O)cccc3n2)cc(C(=O)OC)c1
    -1, 1, -7, -5, -11, -6, 1, -3
> O=C(CSc1ccc2ccccc2n1)NCc1ccc2c(c1)OCO2
    -4, 7, 8, -8, -2, 2, 0, -2
> COc1ccc(N2C(=O)C3C4C=CC(C4)C3C2=O)c([N+](=O)[O-])c1 (centres undefined)
    1, 1, 1, -3, -13, -4, -1, -3
> CC1(C)CC(=O)C=C(NCc2ccccc2)C1
    -4, 6, -12, -2, -14, -7, -2, 1
> O=C(C(NS(=O)(=O)c1cccs1)c1ccccc1)N1CCN(c2ccccc2)CC1 (centres undefined)
    -16, 1, -7, -11, -8, -10, -4, -3
> CCOC(=O)COc1ccc2c(C#N)c3ccccn3c2c1
    -2, -20, nt, -33, nt, 4, nt, 0
> CCOc1ccc(NC(=O)c2ccccc2NS(C)(=O)=O)cc1
    -6, 1, 11, -7, -10, -2, -2, -19
> CNC(=O)CSc1nc2[nH]ncc2c(=O)[nH]1
    4, 0, -9, -4, -5, -1, -1, 22
> COc1ccc(Nc2ccc(N3C(=O)CCC3=O)cc2[N+](=O)[O-])cn1
    4, -4, -33, 4, 12, -9, -2, 10
> Cc1ccc(N=C2NC(=O)/C(=C/c3cccnc3)S2)c(C)c1
    -4, 2, -10, -23, 19, 25, -5, 6
> COC(=O)c1ccc(C(=O)OC)c(NC(=S)N2CCCCC2C)c1 (centres undefined)
    3, 13, 7, -4, 5, -6, -3, 2
> O=C(NC[C@@H]1CCCO1)c1cccc2c1C(=O)c1ccc(N3CCOCC3)cc1S2(=O)=O
    -4, 11, -27, 1, 4, -12, 2, -11
> CC(C)NC(=O)CN(C(=O)CCC(=O)Nc1ccccn1)c1ccc(F)c(Cl)c1
    -3, -8, -2, 3, -3, 2, -2, -6
> Cc1ccc(S(=O)(=O)N2CCOC23CCN(S(=O)(=O)c2c(C)cc(C)cc2C)CC3)cc1
    6, 21, 2, 5, -16, 20, -5, -1
> Cn1c(=O)c2c3c(sc2n2cnnc12)CCC3
    -8, -5, 2, 2, 3, 1, -1, -3
> CC(C)CN1C(=O)c2ccc(NC(=O)c3ccco3)cc2C1=O
    2, 7, 4, -10, -7, 6, 0, -14
> CSCCC(=O)N1CCN(CC(=O)N2CCCC2)CC1
    1, 0, 6, -7, -3, -4, -3, -9

Next entries.
Below each SMILES – ATG4B inhibitor, CCR6 antag, UBC13 inh, CXCR6 inh, APJ antag, EBI2 block, APJ agonist, Gli-Sufu antag
> CCC(Oc1ccccc1)C(=O)Nc1ccc(S(=O)(=O)Nc2cnc3ccccc3n2)cc1 (centres undefined)
    -14, 10, -12, -3, -35, -7, 2, 3
> CCOc1ccc(Nc2c3ccccc3nc3ccccc23)cc1
    22, 28, -86, 0, 16, -34, 4, 33
> COc1ccc(NC(=O)CSc2nc(O)cc(=O)n2-c2ccc(OC)cc2)cc1
    5, -2, -9, 5, 21, -2, 3, 19
> O=C(Cc1ccc(-c2ccccc2)cc1)NCc1ccccc1
    8, 11, -12, 0, 0, -9, -4, 24
> O=C(NCC1(N2CCOCC2)CCCCC1)c1ccc(Cl)c(S(=O)(=O)NCc2ccco2)c1
    1, -16, -2, -7, -4, -3, -2, 6
> COc1ccc(NC(=O)/C(C#N)=C/c2cc(C)n(-c3ccc(N4CCOCC4)c([N+](=O)[O-])c3)c2C)cc1
    5, -6, -18, 13, 25, 29, -1, 23
> COc1ccc(/C=N\NC(=O)c2nn(C)cc2Cl)cc1CN1CCOCC1
    5, 2, -2, 0, -9, -5, -2, 4
> COc1ccc(NC(=O)c2cccc(S(=O)(=O)N3CCCCCC3)c2)cc1
    0, 20, 5, 7, -1, 10, -1, -4
> COc1ccc(-n2nnnc2SCC(=O)NCc2cccs2)cc1
    -2, 1, 12, -1, 1, -15, 3, 4
> CC1(C)CC(NC(=S)NCc2ccco2)CC(C)(C)N1
    -2, 16, 4, -1, 3, -3, -1, 4
> CC(C)[C@H](CO)Nc1nc(Nc2ccc(Cl)c(C(=O)O)c2)c2ncn(C(C)C)c2n1
    1, 9, 3, -2, -7, -3, -2, 5
> COc1cc(C=NNC(=O)c2ccccc2NS(=O)(=O)c2cccs2)cc(OC)c1O
    -11, 15, -21, 6, 2, -12, 0, -7
> CN(C)c1nc(C#N)nc(N2CCOCC2)n1
    2, -17, 5, 3, 6, -10, -4, 18
> CC1C(=O)NN=C1C(=O)N/N=C\C(Br)=C\c1ccccc1 (centres undefined)
    -6, 3, -19, 2, -45, 0, -3, -44
> CC1N(C)c2cccc3cccc(c23)N1C
    0, 14, -26, -6, -33, -7, 0, 20
> COc1ccc(NC(=O)c2nc[nH]c2C(=O)N2CCN(C(=O)OC(C)(C)C)CC2)cc1
    -1, 6, 1, 1, -3, -25, 4, -11
> COc1ccccc1NC(=O)C1=C(C)Nc2ncnn2C1c1cccs1 (centres undefined)
    8, 12, 1, 4, 30, 8, -3, 2
